Screening results as filed in PubChem BioAssay.
OX1R antag = antagonists of human orexin 1 receptor (OX1R) | Orexin/Hypocretin receptor type 1 (Homo sapiens), O43613 | OX1R-expressing cells, FRET antagonist read-out | inhibition, % at 6.6 µM | 1.8% of 330,000 active; in the data active = inhibition mostly above about 38%, no sharp cut-off; inactive = mostly below about 40%;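 also: 0% = agonist challenge alone and 100% = reference antagonist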
Target sequence (O43613 whole entry, looked up): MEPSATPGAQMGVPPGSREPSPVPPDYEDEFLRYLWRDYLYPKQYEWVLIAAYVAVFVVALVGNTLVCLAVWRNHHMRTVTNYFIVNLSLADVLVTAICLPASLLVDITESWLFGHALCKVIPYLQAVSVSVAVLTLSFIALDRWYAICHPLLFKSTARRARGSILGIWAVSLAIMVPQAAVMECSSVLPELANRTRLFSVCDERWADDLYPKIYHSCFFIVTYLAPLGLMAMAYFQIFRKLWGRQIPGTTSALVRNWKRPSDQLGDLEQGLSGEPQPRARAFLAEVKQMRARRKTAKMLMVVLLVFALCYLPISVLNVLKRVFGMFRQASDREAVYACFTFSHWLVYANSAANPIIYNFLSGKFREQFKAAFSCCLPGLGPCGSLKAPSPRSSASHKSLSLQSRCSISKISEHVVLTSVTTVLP
KCNQ2 block = KCNQ2 potassium channel inhibitors, primary screen, cell-based, CHO-K1, FluxOR thallium flux, B-score (AID 2156); Potassium voltage-gated channel subfamily KQT member 2 (Rattus norvegicus), O88943; 1.1% of 310,000 active; B-score at 10 µM; 20 min; stronger effect = lower value;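 active = fluorescence ratio B-score at most minus 3 library SDs, with starting brightness B-score within 2 library SDs, cut at about -5.5 in these data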
STK33 inh = inhibitors of purified STK33 kinase, primary screen, biochemical, ADP-Glo luminescence, homogeneous, cell-free. MBP phosphorylation. inhibition, % at 10 µM. 0.073% of 320,000 active;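 active = inhibition at or above 25%, using the most active replicate where run in duplicate; inactive = inhibition below 25%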
Target sequence (Q9BYT3 whole entry, looked up): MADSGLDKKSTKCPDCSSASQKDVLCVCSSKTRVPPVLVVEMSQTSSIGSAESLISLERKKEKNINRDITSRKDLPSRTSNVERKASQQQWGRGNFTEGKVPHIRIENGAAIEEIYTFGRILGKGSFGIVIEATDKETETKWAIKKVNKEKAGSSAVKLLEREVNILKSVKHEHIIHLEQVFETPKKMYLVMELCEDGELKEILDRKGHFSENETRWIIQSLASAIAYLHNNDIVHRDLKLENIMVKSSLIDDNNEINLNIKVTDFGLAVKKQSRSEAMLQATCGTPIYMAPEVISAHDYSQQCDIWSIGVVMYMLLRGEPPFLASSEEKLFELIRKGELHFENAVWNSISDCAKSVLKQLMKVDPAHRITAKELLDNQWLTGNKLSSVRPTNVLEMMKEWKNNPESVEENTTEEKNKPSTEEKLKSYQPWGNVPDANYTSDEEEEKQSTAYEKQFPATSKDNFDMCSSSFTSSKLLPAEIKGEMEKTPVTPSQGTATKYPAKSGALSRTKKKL
Numbers without * were called inactive; i = inactive; x = not tested or not shown. Compounds as they come. About 2.7% of those tested had a hit in this group.

Molecule,KCNQ2 block,OX1R antag,STK33 inh
CC1CCCC(NC(=O)Cn2cc(Br)ccc2=O)C1C (stereo not given),x,1.1,-0.3
COc1ccc(-n2ncc3c2CC(C)(C)CC3NC(=O)c2ccnn2C)cc1 (stereo not given),i,6.0,-1.5
O=C(Cn1nnc(-c2ccccc2F)n1)NCc1ccco1,i,2.0,-2.1
Cc1ccc(S(=O)(=O)N2CCN(C(=O)[C@H](Cc3ccccc3)NC(=O)c3ccco3)CC2)cc1C,x,3.3,-0.4
CC(C)N(C(=S)Nc1ccc(S(=O)(=O)N2CCOCC2)cc1)c1ccccc1,x,5.9,0.7
O=C1CSC(c2ccccc2)N1c1ccc([N+](=O)[O-])cc1 (stereo not given),i,9.1,-0.8
CCOC(=O)c1csc(NC(=O)CSc2nnnn2-c2ccc3c(c2)OCCO3)n1,i,8.6,-0.2
Cc1cccn2c(=O)nc(SCC(=O)N3CCC(Cc4ccccc4)CC3)nc12,i,16.6,-1.1
O=C(O)c1ccc(SCc2cnc(Cl)s2)cc1,i,21.1,-2.8
CS(=O)(=O)CCSc1ncccc1C(=O)NCc1cccs1,i,6.6,-1.6
Cc1ccccc1N1Cc2ccccc2C1,i,-0.2,-1.0
CCCn1nc(C(=O)OCC(=O)c2ccccc2)c2ccccc2c1=O,i,25.8,-0.7
COCCNC(=S)N1CCN(c2cccc(C)c2C)CC1,i,1.7,-1.2
O=C(c1ccc(Br)o1)N1CC=C(c2ccccc2)CC1,x,7.5,-0.7
O=C(Nc1ccccc1N1CCOCC1)C1CCN(S(=O)(=O)c2cccc(C(F)(F)F)c2)CC1,i,9.9,-0.5
COc1ccc(CN2CCC(n3nccc3NC(=O)CCOc3ccccc3)CC2)cc1C,i,26.9,0.8
COc1cccc(C(=O)Nc2sc3c(c2C(=O)O)CCCC3)c1,i,x,-0.6
CC(=O)c1ccc(N(CC(=O)NC2CCCCC2)C(=O)CNC(=O)c2ccco2)cc1,i,1.6,-1.8
Cc1ccc2c(CN3CCN(Cc4ccccc4)CC3)cc(=O)oc2c1,i,3.8,-0.6
CCOc1ccc(C(=O)Nc2ccc3c(c2)OCCO3)cc1OC,i,5.2,1.4
COc1ccccc1NC(=O)Cn1cc(C#N)c2ccccc21,i,15.8,-0.7
Nc1nc(N2CCOCC2)nc2ccccc12,i,10.7,-0.5
CC(C)(C)OC(=O)N1CCOCCOCCN(C(=O)OC(C)(C)C)CCOCCOCC1,i,-7.7,-1.0
C/C=C/c1ccc(OCC(=O)OCc2csc(CC(=O)Nc3ccccc3C)n2)c(OC)c1,i,15.4,0.2
COc1ccc(C(=O)N2CCN=C2SCc2cccnc2)c(OC)c1,i,13.3,-0.4

Entries of single compounds, looked up by structure. Order of screens: KCNQ2 block, OX1R antag, STK33 inh
O=C(O)c1ccc(SCc2cnc(Cl)s2)cc1 across the screens: i, 21.1, -2.8
COc1cccc(C(=O)Nc2sc3c(c2C(=O)O)CCCC3)c1 across the screens: i, x, -0.6

The list continues.
Molecule,KCNQ2 block,OX1R antag,STK33 inh
CC1(C)CC(NCCC(c2ccccc2)c2ccco2)CCO1 (stereo not given),i,2.8,0.1
Cc1c(NC(=O)c2ccc(CC(C)C)o2)c(=O)n(-c2ccccc2)n1C,i,-2.0,-1.5
O=C(CSc1nc2ccccc2c(=O)n1-c1ccccc1)c1c[nH]c2ccccc12,i,14.9,-1.3
CCNC(=O)c1ccc(C2SCC(=O)N2Cc2ccco2)cc1 (stereo not given),i,26.9,0.2
COc1ccc(Cc2nn[nH]n2)cc1,i,14.5,-0.7
C#CCOCCOCCOCCNc1nc(N2CCN(C(=O)[C@H]([C@@H](C)CC)n3cc(CCCCN)nn3)CC2)nc(N2CCN(C(=O)[C@H](CCCCN)n3cc(CC(C)O)nn3)CC2)n1 (stereo not given in full),x,18.2,0.8
O=C(CN1C(=O)C(c2ccccc2)Oc2cccnc21)NCc1ccccc1F (stereo not given),-6.83*,15.2,-0.9
Cc1cccc(N2CCN(S(=O)(=O)c3ccc4c(c3)NC(=O)CO4)CC2)c1C,i,-0.6,0.0
CCN(CC(=O)Nc1cc(C)on1)CC(=O)Nc1ccccc1C(F)(F)F,x,4.1,0.4
COc1ccc2c(CN3CCN(S(=O)(=O)c4cccs4)CC3)cc(=O)oc2c1,i,2.6,-2.3
Cc1cc(C)cc(NC(=O)N2CCCC2C(=O)Nc2ccc(-n3cnnn3)cc2)c1 (stereo not given),x,16.0,-0.3
CC1(C)CC(=O)C2=C(C1)N(Cc1cccnc1)C(=O)C2(NC(=O)C1CC1)C(F)(F)F (stereo not given),i,4.9,-0.7
CCCCn1c(NC(C)CC)nc2c1c(=O)[nH]c(=O)n2C (stereo not given),i,-1.1,-0.3
CCC(Cc1ccccc1)NC(=O)C1CCCCC1 (stereo not given),i,-0.6,-6.5
Cc1c(C(=O)NCc2cccnc2)oc2ccc(S(=O)(=O)N3CCC4(CC3)OCCO4)cc12,i,12.8,-1.0
COC(=O)c1c(C)nc2nonc2c1N,i,65.0*,1.8
COc1ccc(NC(=O)CN(C)C(=O)CCCN2C(=O)c3cccc4cccc(c34)C2=O)cc1,i,33.1,-2.6
Cc1ccc(NCc2ccc(Cl)nc2)c(NCc2ccc(Cl)nc2)c1,i,13.3,0.0
N#Cc1ccc(Oc2cccc(C(=O)O)c2)cc1C#N,i,12.7,-2.6
Cc1ccc(OCCC(=O)OC(C)C(=O)Nc2c(C)n(C)n(-c3ccccc3)c2=O)cc1 (stereo not given),i,7.0,-0.2
O=C1Nc2cc(C(=O)NCCCN3CCCC3)ccc2S/C1=C\c1ccccc1,i,3.6,3.8
Cc1ccc(OCc2cc(C(=O)N3CCN(CC(=O)NC(C)C)CC3)no2)cn1,i,2.4,-1.8
O=C(OCc1nc2ccccc2[n+]([O-])c1C(=O)c1ccccc1)c1cccnc1,i,20.5,-2.3
N/C(=N\OC(=O)c1ccccc1)c1ccccn1,i,1.9,23.3
CN(C)CCNc1nc2c(c(=O)[nH]c(=O)n2C)n1CCOc1ccccc1,i,-6.5,0.3

Following part
Molecule,KCNQ2 block,OX1R antag,STK33 inh
COc1ccc(F)cc1CN1CCN(C(=O)CCC(=O)Nc2nnc(C(C)C)s2)CC1,i,12.2,-0.4
CSc1ccc(-c2nc(CSCC(=O)NC3CC3)c(C)o2)cc1,i,8.7,-1.9
Cc1cccc(C(=O)N/N=C/c2cc(Br)c(Br)o2)c1,i,31.4,x
COc1ccc(-n2ccc(=O)c(C(=O)O)n2)cc1,i,13.1,0.2
Cc1onc(C(=O)Nc2sc3c(c2C#N)CCCC3)c1[N+](=O)[O-],i,27.4,0.1
Cc1cc(=O)[nH]c2c(C)cc(S(=O)(=O)N3CCCCC3)cc12,i,x,-1.5
COc1ccccc1OCC(=O)N1CCCC(Nc2ccc(F)c(F)c2)C1 (stereo not given),i,56.6,-0.5
Cc1cc(C)c(N2C(=O)C3C4CC(=O)C(c5ccccc54)C3C2=O)c(C)c1 (stereo not given),i,9.6,0.8
C=CCNC(=S)NNC(=O)c1cccnc1,i,0.8,-1.0
O=C(Nc1cccc2nsnc12)c1ccc(-c2cccc(Cl)c2)o1,x,31.3,0.8
Cc1nn(-c2ccccc2)c2sc(-c3nnc(SCC(=O)O)o3)cc12,i,-4.1,-0.1
Cc1cccc(N=Nc2c(N)n[nH]c2-c2ccc(Cl)cc2)c1,i,7.0,-1.7
COc1ccc(NC(=O)CCC2CCCC2)cc1OC,i,20.6,-1.2
COC(=O)c1ccc(NC(=O)C2C3CCC(C3)C2C(=O)O)cc1 (stereo not given),i,2.5,-0.1
CC1CC(C)CN(S(=O)(=O)c2cccc(C(=O)N3CCN(c4ccc(F)cc4)CC3)c2)C1 (stereo not given),x,6.3,1.1
C/C(=C\C(=O)c1ccccc1)Nc1ccc(O)cc1,i,26.1,1.0
Cc1ccccc1N1CC(O)(c2cccs2)[N+]2=C1CCCC2 (stereo not given),i,16.9,0.8
O=C(NCc1ccco1)c1ccccc1NS(=O)(=O)c1ccc2c(c1)OCCO2,i,3.1,-2.1
CCCCNC(=O)COC(=O)CNC(=O)c1cc(Cl)cc([N+](=O)[O-])c1,i,76.8*,5.7
CCCOc1ccc(N2C(=O)CC(NCCCN3CCC(C(N)=O)CC3)C2=O)cc1 (stereo not given),i,15.8,-2.0
CC1Cc2ccccc2N1C(=O)CSc1ncc(-c2ccc(F)cc2)n1C (stereo not given),i,16.3,-1.1
CC1(C(=O)O)CCC(C(=O)NC2CCCCCC2)C1(C)C (stereo not given),i,10.7,0.1
CCC(C(=O)NC1CCCC1)N(C(=O)Cn1nnc(-c2cccs2)n1)c1cnc2ccccc2c1 (stereo not given),i,16.5,-0.9
O=C(Nc1ccccc1Oc1cccnc1)C1CCCN(C/C=C/c2ccccc2)C1 (stereo not given),i,x,2.1
Cc1cccc(CSc2ncnc3nc[nH]c23)c1,i,7.9,3.8

Continuation.
Molecule,KCNQ2 block,OX1R antag,STK33 inh
COC(=O)CNC(=O)c1cc(-c2ccncc2)nc2ccc(C)cc12,i,21.5,-1.2
Cc1cc(C)n(-c2cc(C(=O)O)cc(C(=O)O)c2)n1,i,15.7,-2.3
CCN(CC)CCCNC(=O)C1c2ccccc2C(=O)N(C)C1c1ccc(OC)cc1 (stereo not given),i,11.7,-0.6
CCCCn1c(SCC(=O)NC(=O)Cc2ccccc2)nc2ccccc2c1=O,x,8.1,0.7
Cc1cc(C)nc(NS(=O)(=O)c2ccc(NC(=O)c3cccs3)cc2)n1,i,16.9,-1.5
COC(C/C=C/[C@@H](O)[C@H](C)OCc1ccccc1)OC,i,21.8,-0.7
O=C(CCN1C(=O)[C@@H]2Cc3ccccc3CN2C1=O)NCc1ccc(Cl)cc1,i,15.9,-1.5
CCc1ccc([C@@H]2CC=C(C(=O)O)[C@H](c3ccccc3F)N2S(=O)(=O)c2ccc(C)cc2)cc1,x,59.5*,-1.8
Cc1nn(-c2ccccc2)c2c1C1(C(=O)N(C)c3ccccc31)N(c1ccccc1)C(=O)N2 (stereo not given),i,16.4,-1.1
CCn1nnnc1NCc1c(OC)ccc2ccccc12,i,18.7,-1.3
Cc1csc(NC(=O)CN(C)S(=O)(=O)c2cccc3cccnc23)n1,i,25.9,-2.1
O=C(NCc1cccc(Cl)c1)c1cccc(OC2CCN(C(=O)C3CC3)CC2)c1,i,29.2,-1.0
COc1ccc(NC(=O)C2CCN(C(=O)Nc3ccccc3)CC2)cc1S(=O)(=O)N(C)C,x,4.2,0.3
COc1ccccc1Nc1nc(-c2ccccc2)nc2ccccc12,i,1.6,-0.5
Cc1cc(C)cc(C(=O)OCC(=O)NCc2ccco2)c1,x,8.0,-0.4
NC1=NC(=O)/C(=C/c2c(OS(=O)(=O)c3ccc(Cl)cc3)ccc3ccccc23)S1,i,18.6,-0.7
CCN(CC(=O)NC1CCS(=O)(=O)C1)C(=O)c1ccc(OC)c([N+](=O)[O-])c1 (stereo not given),x,3.3,-0.6
CC(C)n1nnnc1-c1cc(Cl)cc(Cl)c1,i,3.2,-1.8
CCC(C)(C)NC(=O)C(c1ccc(O)cc1)N(C(=O)Cn1nnc2ccccc21)c1ccc(NC(C)=O)cc1 (stereo not given),i,6.8,0.1
COc1ccc(-c2nn(-c3ccccc3C)cc2CNC(C)c2cn(C)nc2C)cc1F (stereo not given),i,9.0,0.0
CC(=O)N1CCc2cc(S(=O)(=O)NC(CC(C)C)C(=O)Nc3cc(C(=O)O)ccc3C)ccc21 (stereo not given),i,41.2,0.7
COc1cccc(-n2c(SCC(=O)N3CCc4ccccc43)nnc2-c2c[nH]c3ccccc23)c1,i,6.9,0.0
CC(C)OC(=O)CCCN1C(=O)c2ccc(N)cc2C1=O,i,19.7,-3.0
OC(COc1ccccc1)Cn1cc(Br)cn1 (stereo not given),i,27.2,-0.4
COc1cccc(CNC(=O)CSCC(=O)Nc2ccc(C)cc2)c1,i,25.3,-1.1
COc1cccc(NC(=O)C(NCC(C)(C)CN(C)C)c2ccccc2)c1 (stereo not given),i,15.1,-3.7

No new results follow: an excerpt of the list.
Molecule,KCNQ2 block,OX1R antag,STK33 inh
COc1ccc(CN2CCC(n3nccc3NC(=O)CCOc3ccccc3)CC2)cc1C,i,26.9,0.8
COc1cccc(C(=O)Nc2sc3c(c2C(=O)O)CCCC3)c1,i,x,-0.6
CC(=O)c1ccc(N(CC(=O)NC2CCCCC2)C(=O)CNC(=O)c2ccco2)cc1,i,1.6,-1.8
Cc1ccc2c(CN3CCN(Cc4ccccc4)CC3)cc(=O)oc2c1,i,3.8,-0.6
CCOc1ccc(C(=O)Nc2ccc3c(c2)OCCO3)cc1OC,i,5.2,1.4
